Screening data: PubChem, National Center for Advancing Translational Sciences (NCATS)
AmpC inh detg: qHTS Inhibitors of AmpC Beta-Lactamase (assay with detergent); Potency, µM (top dose mostly 114 µM), inactives show at the highest dose activity change, negative = inhibition, hits mostly inhibitors; AID 485294, 2010; 370,000 tested, 0.041% active; P00811; AmpC hydrolysis of nitrocefin, absorbance 480 nm, 0.01% Triton;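 note: potency is the fitted concentration of half-maximal effect; 0% = no-compound wells and -100% = no-enzyme wells; nearly all actives have a fitted effect of over 25% in size; some results filed as inactive show a strong effect at the top dose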
Target sequence (P00811 whole entry, looked up): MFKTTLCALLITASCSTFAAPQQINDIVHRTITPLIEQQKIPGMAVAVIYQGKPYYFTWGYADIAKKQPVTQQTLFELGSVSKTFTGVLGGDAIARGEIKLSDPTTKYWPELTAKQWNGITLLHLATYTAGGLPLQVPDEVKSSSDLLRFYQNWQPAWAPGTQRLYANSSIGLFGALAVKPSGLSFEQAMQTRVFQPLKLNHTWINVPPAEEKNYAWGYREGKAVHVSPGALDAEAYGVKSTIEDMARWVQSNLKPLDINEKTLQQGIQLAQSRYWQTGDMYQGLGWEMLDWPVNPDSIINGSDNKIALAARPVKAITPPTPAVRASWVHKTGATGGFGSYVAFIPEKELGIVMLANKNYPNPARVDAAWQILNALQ
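AmpC (5.3 nM in the dispensed reagent) in 20 mM phosphate pH 7.0 with 0.01% (detergent screen) or 0.0001% Triton X-100 was preincubated with compounds for 15 min at room temperature. Nitrocefin was then added from an 800 uM solution, and hydrolysis was followed at 480 nm.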
HCMV inh: qHTS Assay for inhibitors of the human cytomegalovirus (HCMV). HFF cells, HCMV-luciferase reporter, 72 h; hits give low values. activity change, negative = inhibition, % at 57.5 µM. 410,000 tested, 4.5% active. AID 1259415, 2018; in the data active = activity change below about -60%; inconclusive = no clear call, values can overlap the other calls; inactive = above about -39%; note: % is set by controls: 0 for no effect and ±100 for the full control effect
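After 16 h attachment at 37C, HFF cells received test compound and HCMV-luciferase (1 PFU/cell); reporter luminescence read 72 h later, data normalized against buffer-only and known inhibitor Salinomycin.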
Giardia FBPA inh: qHTS Assay for Inhibitors of Fructose-1,6-bisphosphate Aldolase from Giardia Lamblia; A8B2U2; purified Giardia FBPA; Potency, µM (highest dose often 59.6 µM), for inactives: at the top dose activity, negative = inhibition, most hits filed as inhibitors; 290,000 tested, 0.71% active; AID 2451, 2010; note: potency is the fitted concentration of half-maximal effect; % is set by controls: 0 for no effect and ±100 for the full control effect; nearly all actives have a fitted effect of over 55% in size
Target sequence (A8B2U2 whole entry, looked up): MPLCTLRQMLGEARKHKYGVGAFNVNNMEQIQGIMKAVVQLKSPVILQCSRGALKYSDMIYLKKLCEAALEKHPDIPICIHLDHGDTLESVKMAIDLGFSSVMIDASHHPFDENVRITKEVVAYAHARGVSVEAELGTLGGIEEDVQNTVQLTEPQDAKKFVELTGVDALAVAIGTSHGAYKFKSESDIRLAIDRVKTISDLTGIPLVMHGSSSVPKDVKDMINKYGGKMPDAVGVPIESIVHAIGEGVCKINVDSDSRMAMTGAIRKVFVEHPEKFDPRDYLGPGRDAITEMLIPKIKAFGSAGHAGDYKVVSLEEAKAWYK
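40 nM FBPA preincubated 10 min at RT with compound (up to 57.5 uM final), then substrate plus GAPDH/TPI/NAD/arsenate coupling and diaphorase/resazurin added. Fluorescence read after 20 min at RT, 525/598 nm.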
AMA1-RON2 inh: qHTS for Inhibitors of AMA1-RON; Towards Development of Antimalarial Drug Lead: Primary Screen; AlphaScreen AMA1-biotinylated RON2 peptide binding; Potency, µM (titrated, usually from 58.2 µM), for inactives: top-dose activity change, negative = inhibition, actives largely listed as inhibitors; 360,000 tested, 0.2% active; AID 720542, 2013;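 note: potency is the fitted concentration of half-maximal effect; 0% = vehicle wells and -100% = peptide control; nearly all actives have a fitted effect of over 45% in size; some results filed as inactive show a strong effect at the top dose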
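AMA1 (3D7) with his tag at 25 nM final met compounds first, then biotinylated RON2 peptide at 25 nM; detection used donor plus acceptor beads, 10 µg/mL apiece, read by AlphaScreen after 30 min at room temperature.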
Cycloheximide cs: Cycloheximide Counterscreen for Small Molecule Inhibitors of Shiga Toxin. cell reporter, cycloheximide protein synthesis inhibition counterscreen. max response, %. 300,000 tested, 12% active; in the data active = max response mostly above about 13%, no sharp cut-off; inactive = mostly below about 14%; note: read at 38.3 µM for the half of the compounds with a filed dose; 0% is about no effect
Shiga toxin inh: A qHTS for Small Molecule Inhibitors of Shiga Toxin; AID 2315, 2010; 290,000 tested, 9.2% active; Vero cells, Shiga toxin protein synthesis inhibition reporter; inhibition, % at 38.7 µM; in the data active = inhibition mostly above about 28%, no sharp cut-off; inactive = mostly below about 43%; note: 0% is about no effect
AmpC no deterg: qHTS Inhibitors of AmpC Beta-Lactamase (assay without detergent); Potency, µM (highest dose often 57.1 µM), without a hit: at the highest dose activity change, negative = inhibition, actives largely listed as inhibitors; P00811; 330,000 tested, 0.52% active; AmpC nitrocefin hydrolysis, absorbance 480 nm, 0.0001% Triton;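 note: potency is the fitted concentration of half-maximal effect; plate controls were no compound for no effect and no enzyme for full effect; nearly all actives have a fitted effect of over 20% in size; some results filed as inactive show a strong effect at the top dose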
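AmpC (5.3 nM in the dispensed reagent) in 20 mM phosphate pH 7.0 with 0.01% (detergent screen) or 0.0001% Triton X-100 was preincubated with compounds for 15 min at room temperature. Nitrocefin was then added from an 800 uM solution, and hydrolysis was followed at 480 nm.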
Numbers without * were called inactive; ? = inconclusive; · = no result given; [ ] = another dose, or the depositor's remark. Unless noted, calls come from the whole dose curve; as a rule, active = well fitted curve in the direction sought with a large enough effect; inconclusive = small, poorly fitted or top-dose-only effect, or another doubt; inactive = no such curve, though single readings can be large; an effect the other way counts as inactive or inconclusive.

SMILES	AmpC inh detg	HCMV inh	Giardia FBPA inh	AMA1-RON2 inh	Cycloheximide cs	Shiga toxin inh	AmpC no deterg
CC(C)(C)OC(=O)NCCCCCNC(=O)c1nc[nH]c1C(=O)N1CCN(C(=O)OC(C)(C)C)CC1	-6%	3	·	7%	·	·	101%[activator]
CSc1nn2c(C(F)(F)F)cc(C(F)(F)F)nc2c1C(=O)O	-5%	-25	-7%	-4%	10	9	5%
COc1cccc(C(=O)Nc2cnn(C(C)C)c2)c1	1%	26	-14%	-27%	32*	94*	-7%
CC(C)CC1=NN(C(=O)c2ccncc2)C(O)(C(F)(F)F)C1 (stereo not drawn)	0%	-18	8%	81%[activator]	1	8	15%
CC(C)N1CCN(Cc2ccc(-c3ccccc3)cc2)CC1CCO (stereo not drawn)	6%	25	8%	4%	1	4	27%
COc1ccc(C2=NOC(C(=O)Nc3ccc4c(c3)OCO4)C2)cc1 (stereo not drawn)	2%	101	0%	-8%	2	6	-21%
CN(CC(=O)NC1CCCCCCC1)S(=O)(=O)c1cccc2cccnc12	-10%	-62*	-1%	0%	-4	-11	10%
O=C(O)C1=C[C@H](c2ccc(C(F)(F)F)cc2)C[C@H](OCc2ccc(CO)cc2)O1	1%	0	17%	-1%	-2	-9	-16%
CC(C)CCN1CCN(Cc2cccn2-c2ccc(Cl)cn2)CC1CCO (stereo not drawn)	5%	-23	4%	5%	2	-8	0%
Cc1cccc(NC(=O)CSc2nnc(CNC(=O)c3ccco3)n2C)c1	3%	16	4%	14%	-1	-8	-10%
COC(=O)/C=C(\Oc1ccccc1)C1(O)CCCCC1	1%	3	3%	-2%	12	-11	24%
C/C(CC(=O)Nc1ccc(N(C)C)cc1)=N\NC(=O)c1ccc(Cl)cc1Cl	-16%	13	2%	19%	17	19	-22%
CCOc1ccc(NC(=O)CSc2nnc(C3CC3)n2C)cc1S(=O)(=O)N1CCCCC1	-1%	-3	·	4%	·	·	45%
S=C1NC2(CCCCC2)Cc2ccccc21	?	-21	2%	-20%	-1	-12	-21%
Cc1cc(C)n(CCN(C)C(=O)C2CCC(=O)N(CCc3cccc(F)c3)C2)n1 (stereo not drawn)	-2%	9	·	2%	-1	-8	37%
O=C(Nc1cccc(-c2nc3ncccc3o2)c1)c1cc2ccccc2o1	3%	1	15%	-4%	22*	85*	101%[activator]
O=C(CN(C(=O)c1csnn1)c1ccccc1F)NC1CCCCC1	-10%	-40	7%	12%	-5	2	-6%
O=C1c2ccccc2N2C(=O)c3ccccc3[C@H]2N1c1ccccc1	-2%	?	4%	-8%	-3	-15	-6%
Cc1[nH]c2ccccc2c1C(=O)C(=O)Nc1ccc2c(c1)OCCO2	1%	82	·	5%	34*	96*	-19%
CSc1cccc(NC(=O)C2CCN(S(=O)(=O)c3cnc[nH]3)CC2)c1	-1%	9	·	-1%	-7	-3	-10%

Overlap with the part before: 3 entries; new compounds follow.
SMILES	AmpC inh detg	HCMV inh	Giardia FBPA inh	AMA1-RON2 inh	Cycloheximide cs	Shiga toxin inh	AmpC no deterg
O=C1c2ccccc2N2C(=O)c3ccccc3[C@H]2N1c1ccccc1	-2%	?	4%	-8%	-3	-15	-6%
Cc1[nH]c2ccccc2c1C(=O)C(=O)Nc1ccc2c(c1)OCCO2	1%	82	·	5%	34*	96*	-19%
CSc1cccc(NC(=O)C2CCN(S(=O)(=O)c3cnc[nH]3)CC2)c1	-1%	9	·	-1%	-7	-3	-10%
CCOc1cc(S(=O)(=O)N2CCN(c3ccc(F)cc3)CC2)c(OCC)cc1-n1cnnn1	-18%	28	-5%	3%	-4	-8	-8%
O=S(=O)(/N=C(/Nc1cccnc1Cl)c1ccccc1)c1ccccc1	·	0	·	-6%	·	·	-21%
CC1Cc2ccccc2N1C(=O)Cn1c(=O)oc2cc(S(=O)(=O)NC3CCCC3)ccc21 (stereo not drawn)	-9%	6	-1%	3%	3	9	-16%
O=C(O)CC(NC(=O)C12CC3CC(CC(C3)C1)C2)c1cccc([N+](=O)[O-])c1 (stereo not drawn)	3%	-19	7%	3%	-2	25	-20%
COc1ccc(F)c(CN2CCCC(CNS(=O)(=O)c3cccc4cccnc34)C2)c1 (stereo not drawn)	3%	11	·	-1%	-3	17	34%
CC(=O)c1ccccc1OCCOc1ccccc1C(C)=O	0%	18	7%	0%	2	-2	-12%
CC(Sc1nnc(Cn2c(=O)sc3ccccc32)n1C)c1ccccc1 (stereo not drawn)	?	-29	-2%	-25%	-1	-3	0%
CC(=O)N1CC(C)Sc2ccc(S(=O)(=O)N3CCCCC3)cc21 (stereo not drawn)	?	-28	7%	0%	8	-7	2%
O=C(Nc1ccccc1C(=O)NCc1ccccc1)c1ccccc1Br	?	-9	-3%	-19%	-2	-9	-30%
CCN(C(=O)CCS(=O)(=O)c1ccc(Br)cc1)c1ccc2c(c1)OCO2	2%	-37	-2%	-2%	1	17	17%
O=C(CN1C(=O)c2cccc3cccc(c23)C1=O)N1CCN(Cc2ccc3c(c2)OCO3)CC1	1%	-16	0%	-13%	1	-14	85%[activator]
COc1ccc(-n2c(SCCC(=O)O)nnc2-c2ccncc2)cc1	?	58	1%	-4%	-3	-3	-23%
CCNC(=O)COc1cccc(C(=O)NCc2ccccc2)c1	?	10	2%	-1%[11.6 µM]	5	26	-4%
CC(C)(C)c1ccc(-c2nc(O)c(CC(=O)O)s2)cc1	9%	·	-6%	·	12	33	-49%
Cc1ccc(C(C(=O)NC2CCCC2)N(C(=O)Cc2cccs2)c2ccc3c(c2)OCCO3)cc1 (stereo not drawn)	-3%	-25	1%	-1%	0	-3	1%
CC1=C(C)CC(C(=O)NCCc2ccccc2)C(C(=O)O)C1 (stereo not drawn)	5%	37	0%	-27%	3	-15	-21%
O=C(Nc1ccccc1N1CCCC1)c1cc(=O)[nH]c2ccccc12	?	-4	·	-15%	·	·	-8%
CCCN(CC(=O)Nc1ccc(NC(C)=O)cc1)CC(=O)Nc1ccc(F)c(F)c1F	-1%	?	-14%	28%	3	-4	39%
CCOc1ccc(N2C(=O)CC(n3nc(C)cc3C)C2=O)cc1 (stereo not drawn)	-9%	-18	1%	19%	-4	-11	-13%
C=CCC(NC(C)c1ccccc1)c1ccco1 (stereo not drawn)	?	0	?	-5%	2	-11	-7%

Structures listed so far that have a furan ring, fused or not, in the order listed:
SMILES	AmpC inh detg	HCMV inh	Giardia FBPA inh	AMA1-RON2 inh	Cycloheximide cs	Shiga toxin inh	AmpC no deterg
Cc1cccc(NC(=O)CSc2nnc(CNC(=O)c3ccco3)n2C)c1	3%	16	4%	14%	-1	-8	-10%
O=C(Nc1cccc(-c2nc3ncccc3o2)c1)c1cc2ccccc2o1	3%	1	15%	-4%	22*	85*	101%[activator]
C=CCC(NC(C)c1ccccc1)c1ccco1 (stereo not drawn)	?	0	?	-5%	2	-11	-7%

Later entries.
SMILES	AmpC inh detg	HCMV inh	Giardia FBPA inh	AMA1-RON2 inh	Cycloheximide cs	Shiga toxin inh	AmpC no deterg
COc1cc(/C=N/Nc2nncn2/N=C/c2ccc(O)c(OC)c2)ccc1O	0%	22	?	11%	13*	48*	-30%
COc1ccccc1CN1CC(C(=O)N2CCC(C(=O)c3ccccc3)CC2)CCC1=O (stereo not drawn)	-2%	46	·	1%	36*	58*	165%[activator]
CCc1ccc(S(=O)(=O)N2CCN(C(=O)c3cccnc3)CC2)cc1	-10%	-26	0%	-1%	-3	·	3%
COc1cccc(CNCc2ccccc2Br)c1OC	?	5	25%	4%	-2	·	-7%
O=C(c1nc2ccccn2c1CNCC1OCCc2ccccc21)N1CCOCC1 (stereo not drawn)	7%	-20	0%	-2%	-1	-8	-3%
CCCCCn1c(=O)c(C(=O)c2ccccc2)nc2ccccc21	-15%	-1	1%	-9%	-2	16	-21%
Brc1ccc(-c2nnc3n2-c2ccccc2CC3)cc1	-18%	-18	4%	18%	-1	-10	4%
CC(=O)c1cnn(-c2ccc(Cl)c(Cl)c2Cl)c1C	-5%	6	2%	-22%	-3	1	22%
CCCN(CCC)CCNC(=O)C1CC(=O)N(c2ccc(OC)cc2)C1c1ccc(OC)cc1 (stereo not drawn)	-15%	31	1%	-1%	-3	-14	70%[activator]
COc1ccccc1N(C(=O)CNC(=O)c1ccco1)C(C(=O)NC1CCCCC1)c1ccncc1 (stereo not drawn)	-3%	15	3%	-5%	-2	-13	2%
CC(C)c1ccc(C(=O)NCCCN2CCN(CCCNC(=O)c3ccc(C(C)C)cc3)CC2)cc1	-4%	-80*	0%	-5%	-5	-8	289%[activator]
O=C1CCN=C(Nc2ccc(F)cc2)N1Cc1ccccc1	-10%	51	-26%	0%	5	-11	-14%
CCOC(=O)CC(NS(=O)(=O)c1ccc(OC)c(OC)c1)c1cccc([N+](=O)[O-])c1 (stereo not drawn)	3%	-5	3%	5%	-5	6	-14%
O=S(=O)(/N=C(/Nc1cccc2ccccc12)c1ccccc1)c1ccc(Br)cc1	?	45	·	-11%	-3	1	-34%
CC(C(=O)NC1CC1)c1ncc(C(F)(F)F)cc1Cl (stereo not drawn)	2%	-29	4%	12%	-2	-10	-19%
O=[N+]([O-])c1ccc(CNCc2cc(Cl)ccc2O)cc1	-4%	-9	·	67%[activator]	·	·	3.2µM*
Cc1cccc(OCC(=O)Nc2ccc(N3CCCC3)cc2)c1C	-14%	-22	-15%	-14%	-4	20	-6%
CC(c1ccon1)N(C)C(=O)CCc1nnc(C2(c3ccc(Cl)cc3)CCC2)o1 (stereo not drawn)	4%	-4	2%	16%	21*	48*	120%[activator]
CCn1c(-c2ccsc2)nc2c1c(=O)[nH]c(=O)n2Cc1ccccc1	-7%	8	3%	-8%	-4	-13	-5%
O=c1cc(O)c(-c2ccc(Cl)c(Cl)c2)c(Cl)[nH]1	6%	37	13%	6%	-2	4	-22%
CC(=O)Nc1ccc(N2C(=O)CSC2c2ccc(F)cc2)cc1 (stereo not drawn)	1%	55	7%	23%	5	-32	-11%
COc1ccc(-c2nn3c(-c4ccccc4)nnc3s2)cc1OC	-4%	0	18%	-4%	-2	-11	183%[activator]
COc1cc(C#N)ccc1OCC(=O)NCCC1=CCCCC1	-19%	?	·	-7%	·	·	-2%
COc1cccc(NC(=O)CN(C)C(C)C(=O)Nc2ccc(S(=O)(=O)N3CCCC3)cc2)c1 (stereo not drawn)	-2%	1	-4%	24%	-2	-7	14%
COC(=O)c1ccsc1NC(=O)CSc1nnnn1Cc1ccccc1	-4%	3	7%	4%	-1	9	-36%
O=C(C1CCC(=O)N(C2CCCC2)C1)N1CCN(Cc2cccc(Cl)c2)CC1 (stereo not drawn)	1%	-72*	·	-5%	-2	-5	119%[activator]
Cc1ccc2c(c1)c(-c1ccccc1)nc1nncn12	-9%	-3	8%	10%	-4	-15	-9%
